From PubChem BioAssay
CHRM1 PAM – potentiates human M1 receptor response to acetylcholine | CHO-K1 hM1, Fluo-8 calcium fluorescence, ACh EC20; 0% = ACh EC20, 100% = maximal ACh | activation, % at 3 µM | 360,000 tested, 0.088% active; in the data active = activation above about 19%, passing the limit was not always enough
Target sequence (P11229 whole entry, looked up): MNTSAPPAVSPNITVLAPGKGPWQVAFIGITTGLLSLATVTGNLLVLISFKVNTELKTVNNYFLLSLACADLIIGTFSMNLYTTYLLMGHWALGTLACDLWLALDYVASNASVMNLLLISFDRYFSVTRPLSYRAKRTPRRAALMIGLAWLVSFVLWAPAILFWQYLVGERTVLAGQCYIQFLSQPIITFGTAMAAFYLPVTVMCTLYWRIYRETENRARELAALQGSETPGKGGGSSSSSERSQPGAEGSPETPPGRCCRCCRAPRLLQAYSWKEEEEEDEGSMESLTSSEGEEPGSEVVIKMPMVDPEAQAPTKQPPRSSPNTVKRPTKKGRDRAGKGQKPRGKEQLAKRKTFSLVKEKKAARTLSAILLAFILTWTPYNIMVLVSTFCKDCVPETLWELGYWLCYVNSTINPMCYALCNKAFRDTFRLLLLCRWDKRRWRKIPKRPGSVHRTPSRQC
CHO-K1 Ca PAM – M1 PAM counterscreen hit in parental CHO-K1 cells; ATP EC20, Fluo-8 calcium fluorescence; 0% at ATP EC20, 100% at ATP max; 360,000 tested, 0.02% active; activation, % at 3 µM;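 active = activation above the run cutoff, the mean activation of all test compounds plus 3 SD, cut at about 40% in these data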;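 also: peak over basal fluorescence ratio in a 140 s read after ATP addition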
TAAR1 ag – agonists of human TAAR1 | Q96RJ0 | CHO RD-HGA16 TAAR1, Fluo-8 calcium fluorescence; vehicle wells 0%, saturating PEA agonist 100% | AID 624467 | activation, % at 3 µM | 360,000 tested, 0.99% active;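 active = activation above the mean activation of all test compounds in the run plus 3 SD, cut at about 38% in these data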
Target sequence (Q96RJ0 whole entry, looked up): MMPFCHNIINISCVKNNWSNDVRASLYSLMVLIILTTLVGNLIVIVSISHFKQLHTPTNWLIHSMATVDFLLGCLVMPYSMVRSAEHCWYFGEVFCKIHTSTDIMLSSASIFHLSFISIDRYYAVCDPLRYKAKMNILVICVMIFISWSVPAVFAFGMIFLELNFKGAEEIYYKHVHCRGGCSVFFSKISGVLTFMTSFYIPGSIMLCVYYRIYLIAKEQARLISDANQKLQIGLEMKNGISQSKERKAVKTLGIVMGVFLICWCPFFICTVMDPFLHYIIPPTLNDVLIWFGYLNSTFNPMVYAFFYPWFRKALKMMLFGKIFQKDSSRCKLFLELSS
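Benchmarks: low control DMSO, high control PEA (EC100); System: CHO RD-HGA16 cells carrying human TAAR1 plus Gα16; Detection: Fluo-8 fluorescence, 5 s baseline then 140 s kinetic read; Schedule: 17-24 h plating, Fluo-8 75 min 37 °C, 30 min RT; Read-out basis: % activation from peak over basal fluorescence ratio, DMSO-to-PEA scaled.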
CHRM1 antagonist – blocks human M1 muscarinic receptor; AID 588852; P11229; CHO-K1 hM1, Fluo-8 calcium fluorescence, ACh EC80 antagonist; inhibition, % at 3 µM; 360,000 tested, 1.3% active;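 active = percent inhibition above its own plate's cutoff, namely the mean of that plate's compound wells plus 3 SD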;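 also: peak over basal fluorescence ratio during 140 s after agonist addition; 0% = ACh EC80 plus DMSO and 100% = DMSO alone without agonist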
TAAR1 antag – human TAAR1 antagonism; inhibition, % at 3 µM; CHO RD-HGA16 TAAR1, Fluo-8 calcium fluorescence, antagonist; Q96RJ0; AID 624466; 360,000 tested, 1.5% active;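 active = inhibition above a per-plate cutoff, the mean inhibition of test compounds on that plate plus 3 SD, cut at about 49% in these data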;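 also: 0% = DMSO plus EC80 beta-PEA response and 100% = DMSO alone without agonist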
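Test system – hTAAR1-expressing CHO RD-HGA16 cells, Gα16-coupled · Also added – β-PEA at EC80 concentration, post-compound challenge · Compound – 3 µM, single point · Incubation – dye loading 75 min at 37 °C, then 30 min room temperature · Measured by – Fluo-8 intracellular calcium dye fluorescence, real-time kinetic reads · Benchmarks – vehicle and agonist controls · Replicates – singlicate, one well per test compound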
CHRM1 agonist – agonists of human M1 muscarinic receptor | 360,000 tested, 0.33% active | AID 588814 | activation, % at 3 µM | CHO-K1 hM1, Fluo-8 calcium fluorescence, agonist mode; 0% DMSO, 100% acetylcholine EC100;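 active = activation above the run's mean compound activation plus 3 SD, cut at about 16% in these data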;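 also: peak over basal fluorescence ratio within a 140 s kinetic read after compound addition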
CHO-K1 Ca antag – M1 antagonist counterscreen hit in parental CHO-K1 cells; ATP-induced calcium, Fluo-8 fluorescence; inhibition, % at 3 µM; 360,000 tested, 0.6% active; AID 602250;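 active = inhibition above a per-plate cutoff, the plate's mean sample inhibition plus 3 SD, cut at about 24% in these data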;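 also: 0% = DMSO plus EC80 ATP and 100% = DMSO alone without ATP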
CHO-K1 Ca ag – counter-screen for M1 agonists: effect in parental CHO-K1 cells; Fluo-8 calcium fluorescence; scaled to maximal ATP response, vehicle zero; activation, % at 3 µM; 360,000 tested, 0.48% active; in the data active = activation above about 15%;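 also: untransfected CHO-K1 host cells lacking M1 receptor as counterscreen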
CHO parental Ca – counter-screen: ATP calcium response change in parental CHO cells; parental CHO-K1, ATP-induced calcium, Fluo-8 fluorescence; inhibition, % at 5.6 µM; 330,000 tested, 0.63% active; AID 463079;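 active = inhibition above that plate's mean sample inhibition plus 3 SD, cut at about 26% in these data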;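 also: 0% = ATP-challenged DMSO wells and 100% = DMSO wells without ATP; some compounds past the cut are filed as inactive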
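test system = CHO parental line | reagent = ATP stimulus | measured by = intracellular calcium via Fluo-8 no-wash fluorescent dye | control set = ATP and no-ATP DMSO wells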
Starred values were filed as active, the others as inactive; . = no result given.

SMILES	CHRM1 PAM	CHO-K1 Ca PAM	TAAR1 ag	CHRM1 antagonist	TAAR1 antag	CHRM1 agonist	CHO-K1 Ca antag	CHO-K1 Ca ag	CHO parental Ca
Cc1cc(-c2ccccc2)n2nc(C)c(-c3ccccc3)c2n1	0	16	1	-2	-7	-3	-10	-0.1	-5
COc1ccc(NC(=O)c2ccc3c(c2)CCN3S(=O)(=O)c2ccccc2)cc1	-6	12	0	6	10	-2	-20	7.7	9
COc1cc(Cl)c(C)cc1NC(=O)c1ccc2c(c1)OCO2	-5	5	-3	8	-8	0	-5	0.3	1
O=C(c1ccccc1Cl)N1N=C(c2cccs2)CC1c1cccc(O)c1 (stereo not given)	-5	9	0	0	-29	0	-14	1.0	-14
Cc1cc(C)n2nc(C(=O)Nc3ccc4c(c3)OCCO4)nc2n1	17	6	2	-2	-19	7	-2	0.0	-3
Cc1cc(C)n2nc(C(=O)NNC(=O)c3ccccc3)nc2n1	7	11	6	-8	-14	-2	-10	0.9	-8
CCN(CC(=O)Nc1ccc2c(c1)OCCO2)C(=O)CN1C(=O)NC(C)(c2ccc(C)cc2)C1=O (stereo not given)	8	22	9	-10	-18	-3	-12	1.5	-14
CC(C)Nc1nc(NCCN2CCCC2)c2sc(-c3ccccc3)cc2n1	-12	11	1	4	-5	-9	7	0.3	.
CCc1ccc(/C=N/NC(=O)Cc2cccn2C)cc1	9	-10	0	-4	-32	-1	6	-0.5	-9
CSc1nc2sc3c(c2c(=O)[nH]1)CCCC3	7	16	8	-10	-12	-3	-11	0.2	11
C=CCn1c(SCC(=O)Nc2ccccc2OC)nc2c([nH]c3ccccc32)c1=O	-3	17	0	1	-7	-6	-8	-0.3	-23
COc1ccc(C/C(C)=N/NC(=S)Nc2ccc(Cl)cc2)cc1	6	9	-3	-14	-8	-3	-6	0.4	-20
CCN1C(=O)C(O)(CC(=O)c2c(C)coc2C)c2ccccc21 (stereo not given)	4	8	1	-2	22	-2	-7	0.2	-10
CCN(CC)C(=O)C1=C(C)Nc2ncnn2C1c1cccnc1 (stereo not given)	8	11	1	-6	12	-5	-4	-0.2	1
CCC(=O)N1CCc2cc(S(=O)(=O)CCC(=O)N3CCN(c4ccccc4)CC3)ccc21	4	7	3	-5	-17	-4	-25	1.8	-19
O=C(Nc1ccc(CN2CCCCC2)cc1)c1cccc(Br)c1	5	28	3	-9	7	-10	-6	3.3	-12
COc1cccc(NC(=S)N/N=C2\CC(C)(C)Oc3ccc(O)cc32)c1	-4	8	7	3	44	-6	7	3.1	-11
COC(=O)c1ccc(NC(=O)CNc2ccccc2)cc1	1	23	1	3	-18	-6	-5	11	5
Cc1c(CCC(=O)O)c(=O)oc2c(C)c(OCc3cc4c(cc3Cl)OCO4)ccc12	8	8	1	-28	-3	-2	-12	0.8	-18
O=C1NC[C@@H](CCCCN2C[C@H](Cc3ccccc3)N(CCc3ccc(O)cc3)C(=O)C2=O)N(CC2CCCCC2)C1=O	.	15	8	.	-11	.	-16	0.7	.
CC(=O)c1c(-c2ccccc2)c2cc(Cl)ccc2n(C)c1=O	3	15	-2	-13	-12	-3	-16	-0.7	-19
CSc1ccc(C2Nc3ccccc3-c3cc(C)nn32)cc1 (stereo not given)	-4	1	17	-3	16	-6	8	0.8	-5
CC(c1ccccc1)N1CC(C(=O)O)CC1=O (stereo not given)	12	-10	17	-16	-3	-3	0	0.1	-11
CC(=O)CCC(=O)CNC(=O)CC[C@H]1O[C@@H](n2ccc(=O)[nH]c2=O)[C@H](O)[C@@H]1O	9	20	2	0	-8	-3	2	1.5	.
OC[C@@H]1CN(Cc2cccs2)C[C@H](n2cnc3c(NCc4ccc(F)cc4)ncnc32)O1	12	11	4	-19	-9	10	6	13	.

Only CHO-K1 Ca ag, CHO parental Ca and CHRM1 agonist, for some of the entries so far:
SMILES,CHO-K1 Ca ag,CHO parental Ca,CHRM1 agonist
CCc1ccc(/C=N/NC(=O)Cc2cccn2C)cc1,-0.5,-9,-1
CSc1nc2sc3c(c2c(=O)[nH]1)CCCC3,0.2,11,-3
C=CCn1c(SCC(=O)Nc2ccccc2OC)nc2c([nH]c3ccccc32)c1=O,-0.3,-23,-6

Further records follow.
SMILES	CHRM1 PAM	CHO-K1 Ca PAM	TAAR1 ag	CHRM1 antagonist	TAAR1 antag	CHRM1 agonist	CHO-K1 Ca antag	CHO-K1 Ca ag	CHO parental Ca
Cc1ccc(-n2ncc3c(NNC(=O)c4ccco4)ncnc32)cc1C	3	3	3	-9	-14	-1	-6	1.5	-11
Cn1nccc1C(=O)N1CCC(Cc2ccccc2)CC1	-1	-9	2	-18	-42	0	-2	1.9	-4
O=C(N/N=C/c1ccc(F)c(F)c1)c1cccc(S(=O)(=O)N2CCCCC2)c1	10	4	3	-7	-11	-1	-13	-0.3	-10
Cc1ccc2nc3n(c2c1)CCCN3	-6	12	10	3	-1	-9	-16	-0.5	0
Cc1cccc(NC(=O)CSc2nnc(CCC(=O)Nc3ccc(C)c(Cl)c3)n2C)c1	5	-9	15	7	-28	6	-8	0.0	-10
CCn1ncc(/C=N/N=C2\CCC3C4CCc5cc(O)ccc5C4CCC23C)c1C (stereo not given)	1	18	10	-5	29	0	-8	3.0	-5
CCOc1ccc(N(CC(=O)Nc2ccc(C)cc2)S(=O)(=O)c2c(C)noc2C)cc1	15	18	-2	-4	-50	4	-11	0.4	-12
Cc1ccc(C2CCN(C(=S)NC(C)C)C2)cc1 (stereo not given)	6	-8	-2	-4	-16	-2	-6	0.3	-11
CC1(C)CC(=O)/C(=C\c2cccc([N+](=O)[O-])c2)C(C)(C)N1	-1	18	3	-6	-25	-3	-7	0.2	-5
CCOc1ccccc1N1CCN(C(=O)CN2C(=O)NC3(CCCC3)C2=O)CC1	14	11	3	-8	-14	1	-7	1.1	-10
CC(C)COP(=O)(OCC(C)C)C(O)c1ccc2c(c1)OCO2 (stereo not given)	14	10	2	-16	-18	-1	-2	0.6	1
ClCc1csc(-c2ccccc2Cl)n1	9	8	1	-7	-13	-7	8	0.1	12
C=CCn1c(C)nnc1SCC(=O)Nc1ccccc1C(=O)NC1CC1	10	8	0	-11	8	-4	3	0.4	.
COCCNC(=O)c1ccc2c(c1)C(=O)c1ccccc1-2	0	-6	2	-7	-1	-2	-4	0.2	-10
COc1ccc(NC(=O)CCN2C(=O)[C@@H]3[C@H](C2=O)[C@H]2C=C[C@@H]3C2)cc1	-4	8	0	10	2	-3	-5	0.1	-3
COc1ccc(-c2cc(C(F)(F)F)nc(N3CCOCC3)n2)cc1OC	13	-7	1	-23	-21	-3	-5	-0.3	-31
C=C(C)C(O)CC/C(C)=C/Cc1c(O)ccc(C(=O)/C=C/c2ccc(O)cc2)c1O (stereo not given)	10	-4	9	-11	70*	4	10	7.4	31*
O=C(COC(=O)CCc1ccccc1)NNC(=O)c1ccccc1	13	30	2	-22	-1	-1	-13	0.1	-10
O=C(c1ccc([N+](=O)[O-])cc1)N1CCN(Cc2ccccc2)CC1	8	19	3	-4	-14	-5	-11	1.6	-11
Cc1csc(NC(=O)C2C3C=CC(O3)C2C(=O)O)n1 (stereo not given)	11	13	4	-18	-2	5	-4	0.2	-4
COC(=O)c1ccc(N/N=C/c2cc([N+](=O)[O-])cc(OC)c2O)cc1	14	20	4	-2	-14	-4	-13	0.9	-13
CC1CCCN(c2ccc([N+](=O)[O-])s2)C1 (stereo not given)	-2	14	18	4	-5	-10	-3	0.2	.
CC(=O)Nc1ccc(NC(=O)C2C3CCC(C3)C2C(=O)O)cc1 (stereo not given)	-8	7	3	16	-3	-4	8	2.4	-13
Cc1ccc2nc(-c3ccccc3O)c(Nc3ccc4c(c3)OCCO4)n2c1	-9	-14	1	16	-18	-9	14	-0.3	-22
CS(=O)(=O)N(Cc1ccc(C(=O)NCc2ccco2)cc1)c1ccccc1	10	25	7	-11	-19	-2	-2	1.0	-16

TAAR1 antag, what is marked active above
smiles | CHRM1 PAM | TAAR1 ag | CHRM1 antagonist | TAAR1 antag | CHRM1 agonist
C=C(C)C(O)CC/C(C)=C/Cc1c(O)ccc(C(=O)/C=C/c2ccc(O)cc2)c1O (stereo not given) | 10 | 9 | -11 | 70* | 4

The results go on.
SMILES	CHRM1 PAM	CHO-K1 Ca PAM	TAAR1 ag	CHRM1 antagonist	TAAR1 antag	CHRM1 agonist	CHO-K1 Ca antag	CHO-K1 Ca ag	CHO parental Ca
CCOc1cc(NC(=O)c2ccccc2C)c(OCC)cc1NC(=O)C1=Cc2ccccc2OC1	6	16	14	-6	-7	-2	-3	-0.1	-19
CC(=O)Nc1ccc(-c2ccccc2)s1	3	5	11	-2	-8	-3	10	0.3	-2
O=C(COC(=O)Cc1ccccc1F)NCCc1ccccc1	2	-5	47*	-3	73*	-3	-12	-0.1	-14
Cc1ccc(C(=O)CC(C(=O)O)n2ccc(C)n2)cc1 (stereo not given)	5	12	3	-3	-5	-4	6	0.1	-12
COc1c(C)cc(C(=O)C2CCCN(C(=O)CCc3scnc3C)C2)cc1C (stereo not given)	9	17	0	-8	-6	-3	-11	4.5	-12
CCCCN1CNC(=S)N(Cc2ccccc2)C1	2	12	3	1	-7	1	-4	0.7	-5
Cc1cc(C)n2nc(C(=O)OCC(=O)c3ccccc3)nc2n1	5	-3	2	-9	5	1	4	0.1	-7
Nc1cc2c(cc1Br)-c1ccc(F)cc1C2O (stereo not given)	5	33	21	-14	-2	6	-22	3.9	.
O=C(Oc1ccc(Cl)cc1)c1ccc(N2CCOCC2)c([N+](=O)[O-])c1	1	6	5	-1	1	-6	-1	1.4	-7

Among those listed so far, these have a nitro group on carbon:
SMILES	CHRM1 PAM	CHO-K1 Ca PAM	TAAR1 ag	CHRM1 antagonist	TAAR1 antag	CHRM1 agonist	CHO-K1 Ca antag	CHO-K1 Ca ag	CHO parental Ca
CC1(C)CC(=O)/C(=C\c2cccc([N+](=O)[O-])c2)C(C)(C)N1	-1	18	3	-6	-25	-3	-7	0.2	-5
O=C(c1ccc([N+](=O)[O-])cc1)N1CCN(Cc2ccccc2)CC1	8	19	3	-4	-14	-5	-11	1.6	-11
COC(=O)c1ccc(N/N=C/c2cc([N+](=O)[O-])cc(OC)c2O)cc1	14	20	4	-2	-14	-4	-13	0.9	-13
CC1CCCN(c2ccc([N+](=O)[O-])s2)C1 (stereo not given)	-2	14	18	4	-5	-10	-3	0.2	.
O=C(Oc1ccc(Cl)cc1)c1ccc(N2CCOCC2)c([N+](=O)[O-])c1	1	6	5	-1	1	-6	-1	1.4	-7
